Compound activity (PubChem)
Gli-Sufu block = blocks Gli-Sufu signaling in a luciferase reporter. AID 588413. Sufu-KO-LIGHT fibroblasts, Gli luciferase reporter luminescence. 340,000 compounds, 0.74% hits. inhibition, % at 5 µM;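 active = inhibition above about 55%, limit read from the data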;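 also: 0% = DMSO-treated cells and 100% = wells with medium but no cells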
CXCR6 block = blocks human CXCR6 beta-arrestin recruitment; 360,000 compounds, 0.36% hits; CHO-K1 PathHunter CXCR6 beta-arrestin, luminescence; inhibition, % at 20 µM; O00574; in the data active = inhibition above about 34%, passing the limit was not always enough;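 also: antagonist mode with CXCL16 agonist at 10 nM final; 0% = 10 nM CXCL16 with DMSO and 100% = unstimulated wells without agonist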
APJ antag = blocks the human apelin receptor APJ. 330,000 compounds, 0.32% hits. AID 2521. inhibition, % at 20 µM. P35414. CHO-K1 APJ beta-arrestin complementation, luminescence;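 active = inhibition above about 40% at 20 µM, limit read from the data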;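 also: cells challenged with 10 nM apelin-13 agonist together with compound; plate controls were apelin-13 plus DMSO wells for no effect and DMSO wells lacking apelin-13 for full effect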
CCR6 antag = CCR6 (human) receptor antagonism; CHO-K1 CCR6 PathHunter beta-arrestin, luminescence, CCL20-stimulated; inhibition, % at 20 µM; 340,000 compounds, 0.49% hits; AID 493098;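 active = compounds whose inhibition of the agonist-driven luminescence signal at 20 µM reaches about 50%, limit read from the data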;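 also: cells stimulated with CCL20 at 14 nM final; plate controls were DMSO with CCL20 for no effect and DMSO without agonist for full effect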
UBC13 inh = human UBC13 polyubiquitination inhibition; inhibition, % at 20 µM; 330,000 compounds, 0.47% hits; UBC13 polyubiquitin chain formation, TR-FRET; P61088; in the data active = inhibition above about 45%, passing the limit was not always enough
APJ ag = APJ receptor agonism. P35414. CHO-K1 APJ PathHunter beta-arrestin, luminescence; 0% DMSO wells, 100% apelin. activation, % at 20 µM. 330,000 compounds, 0.11% hits. AID 2520;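 active = activation more than six SD over the plate average, tested at 20 µM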;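 also: 0% = DMSO alone and 100% = apelin-13 at 10 nM; some results filed as inactive read as strong as hits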
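Incubation: overnight seeding, 90 min compound at 25 °C, 1 h detection; test system: PathHunter CHO-K1 APJ (AGTRL-1) beta-arrestin reporter cells; amount: 1000 cells/well; doses: one dose, 20 µM compound, 1% DMSO; measured by: beta-gal luminescence; measure: agonist-driven arrestin binding to APJ; benchmarks: negative DMSO alone, positive Apelin-13 at 10 nM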
ATG4B inhibitor = blocks human ATG4B protease cleavage of LC3 substrate; inhibition, % at 8.33 µM; ATG4B cleavage of LC3-PLA2, NBD-HPC fluorescence, 1 h; Q9Y4P1; 340,000 compounds, 0.51% hits; in the data active = inhibition above about 40%
EBI2 antag = antagonists of human EBI2 receptor; 360,000 compounds, 0.81% hits; inhibition, % at 5 µM; EBI2 beta-arrestin recruitment, luminescence, 7a,25-OHC stimulated; P32249; AID 651636; in the data active = inhibition above about 38%;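 also: enzyme fragment complementation signal reports receptor beta-arrestin coupling in cells; 0% = agonist plus DMSO wells and 100% = wells without agonist; some results beyond the cut were filed as inactive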
* = called active by the depositor; · = no result given.

SMILES	Gli-Sufu block	CXCR6 block	APJ antag	CCR6 antag	UBC13 inh	APJ ag	ATG4B inhibitor	EBI2 antag
Cc1c(Cl)cccc1NC(=O)Nc1cccnc1	-30	-8	8	-4	7	8	15	-8
COc1cc(-c2nnc(NC(=O)CCS(=O)(=O)c3ccccc3)o2)cc(OC)c1OC	-16	-2	5	8	0	-4	16	4
NS(=O)(=O)c1ccc(NC(=O)CN2C(=O)CCC2=O)cc1	-5	-7	14	1	-6	-3	-6	0
COCCN(C(=O)COC(=O)c1cc(C)oc1C)c1c(N)n(Cc2ccccc2)c(=O)[nH]c1=O	-6	-7	-1	4	2	-4	-3	-6
Cc1nc(-n2nnc3cc(C)c(C)cc32)c2c3c(sc2n1)CCCC3	-5	9	15	3	9	-2	16	13
COc1cc2c(cc1OC)C(c1cccc([N+](=O)[O-])c1)N(C(=O)c1ccccc1C(=O)O)CC2 (centres undefined)	-2	8	-2	12	-2	-3	9	-11
Cc1ccc(C(=O)OCC(=O)c2c[nH]c3ccccc23)cc1S(=O)(=O)N1CCCCC1	0	3	-15	19	-8	2	-2	-9
COc1cc(NC(=O)CCn2c(=S)oc3ccccc32)cc(OC)c1OC	2	-3	12	8	3	-1	-3	-21
O=C(N/N=C/C(Br)=C\c1ccccc1)c1ccc2nc[nH]c2c1	-4	0	7	5	-3	0	-21	-17
COc1cc2oc3ccccc3c2cc1N(CC(=O)N(C)C)S(=O)(=O)c1ccc(C)cc1	-3	1	8	-8	-2	0	-4	-4
CCCCC1CCC(C(=O)N(CC(C)C)c2c(N)n(CCCC)c(=O)[nH]c2=O)CC1 (centres undefined)	-2	7	16	11	-2	-2	3	5
Cc1ccc(/C=C/C(=O)OCC(=O)N2CC(=O)Nc3ccccc32)o1	-4	-10	2	12	-10	-2	-13	-4
O=C(/C=C/c1ccccc1)NCCSc1ccc(Cl)cc1	6	3	-2	12	10	-5	19	18
COCCN(CCOC)c1nc(-c2ccccc2)nc2ccccc12	12	15	3	3	-6	-2	-5	-19
CC1CN(c2ccc(NS(=O)(=O)c3ccccc3)cc2C(=O)O)CC(C)O1 (centres undefined)	2	-8	15	-2	-10	2	-3	-7

No new results follow: 3 of the compounds above.
SMILES	Gli-Sufu block	CXCR6 block	APJ antag	CCR6 antag	UBC13 inh	APJ ag	ATG4B inhibitor	EBI2 antag
Cc1c(Cl)cccc1NC(=O)Nc1cccnc1	-30	-8	8	-4	7	8	15	-8
COc1cc(-c2nnc(NC(=O)CCS(=O)(=O)c3ccccc3)o2)cc(OC)c1OC	-16	-2	5	8	0	-4	16	4
NS(=O)(=O)c1ccc(NC(=O)CN2C(=O)CCC2=O)cc1	-5	-7	14	1	-6	-3	-6	0

Further entries.
SMILES	Gli-Sufu block	CXCR6 block	APJ antag	CCR6 antag	UBC13 inh	APJ ag	ATG4B inhibitor	EBI2 antag
Cc1nc(C)c(-c2ccc(SCC(=O)Nc3cccc(Cl)c3)nn2)s1	4	-21	-26	3	10	3	-9	8
CC(CCc1ccccc1)NC(=O)C(=O)c1c[nH]c2ccccc12 (centres undefined)	-12	-6	-17	16	10	1	3	10
Cn1cc(C(=O)Nc2ccc(F)c(F)c2)cn1	3	0	-7	11	2	-2	6	3
CCn1cc(C(=O)Nc2ccc(F)c(F)c2)cn1	-20	5	0	10	-9	-1	1	-5
COc1ccc(CNC(=O)CCCN2C(=O)c3ccccc3C2=O)cc1	-5	-10	14	10	-11	-1	0	-8
COCCNC(=S)N1CCN(S(=O)(=O)c2ccc(Cl)s2)CC1	-1	-6	19	0	8	-5	-4	-5
COc1ccc(CCNC(=O)c2ccc3nc[nH]c3c2)cc1	2	-3	-57	-1	-6	-1	-3	2
Cc1ccc2nc(NCC(=O)O)nc(-c3ccccc3)c2c1	-4	9	7	-2	8	-2	3	9
CCn1cc(C(=O)O)c(=O)c2cc(F)c(N3CCN(C)CC3)cc21	-1	-5	-64	13	4	-4	-17	-5
Cc1ccc(-c2ccc(CCC(=O)O)n2-c2cccc(C(=O)O)c2)cc1	-29	-2	3	7	-5	-3	3	-1
COc1ccc(C)cc1S(=O)(=O)N1CCC(C(=O)N2CCOCC2)CC1	0	3	-13	9	-3	-1	-3	-2
CS(=O)(=O)N(CC(=O)N1CCCCC1)Cc1ccc(Cl)cc1	7	-3	10	6	-6	0	-3	-5
CCCCn1c(=O)c(C(C)=O)c(O)c2ccccc21	-19	-4	-5	1	42	0	-9	-9
CCCCNS(=O)(=O)c1ccc2nc(SCC(=O)Nc3ccccc3Cl)[nH]c2c1	-4	-11	-13	8	-1	0	-13	9
CN(Cc1cnn(C)c1)C(=O)c1cc2ccccc2oc1=O	-6	5	9	-9	1	-4	0	-8

Full records as entered above. Screens in order: Gli-Sufu block | CXCR6 block | APJ antag | CCR6 antag | UBC13 inh | APJ ag | ATG4B inhibitor | EBI2 antag
Cc1ccc2nc(NCC(=O)O)nc(-c3ccccc3)c2c1 across the screens: -4 | 9 | 7 | -2 | 8 | -2 | 3 | 9
CCCCn1c(=O)c(C(C)=O)c(O)c2ccccc21 across the screens: -19 | -4 | -5 | 1 | 42 | 0 | -9 | -9
Cc1nc(C)c(-c2ccc(SCC(=O)Nc3cccc(Cl)c3)nn2)s1 across the screens: 4 | -21 | -26 | 3 | 10 | 3 | -9 | 8
CCn1cc(C(=O)Nc2ccc(F)c(F)c2)cn1 across the screens: -20 | 5 | 0 | 10 | -9 | -1 | 1 | -5
COc1ccc(CCNC(=O)c2ccc3nc[nH]c3c2)cc1 across the screens: 2 | -3 | -57 | -1 | -6 | -1 | -3 | 2

Other records follow:
SMILES	Gli-Sufu block	CXCR6 block	APJ antag	CCR6 antag	UBC13 inh	APJ ag	ATG4B inhibitor	EBI2 antag
O=C(Nc1ncc2c(n1)-c1ccccc1OC2)c1ccc(F)cc1	7	-11	14	3	-1	-1	0	7
COc1ccc(NC(=O)CSc2n[nH]c(CNc3cccc(C)c3)n2)cc1	5	8	-9	4	3	-2	-11	-6
CCN(C(=O)COC(=O)c1cncc(Br)c1)C1CCS(=O)(=O)C1 (centres undefined)	6	3	10	11	9	-2	7	3
CCCCC(CCC(=O)O)(C(=O)OCC)c1csc(Nc2ccc(OCC)cc2)n1 (centres undefined)	5	2	-14	13	-14	-2	6	-1
COc1ccccc1CCNC(=O)C(=O)NCC1OCCN1S(=O)(=O)c1cccs1 (centres undefined)	11	-7	5	16	-5	-4	-2	4
O=C(C1Cc2ccccc2CN1S(=O)(=O)c1ccc(F)cc1)N1CCOCC1 (centres undefined)	6	5	-2	-6	11	-4	4	-3
CNC(=S)N/N=C1\CC(c2ccccc2)Oc2ccccc21 (centres undefined)	2	18	7	17	6	-3	-5	2
CCOc1ccc(NC(=O)CSc2nc(NS(=O)(=O)c3ccc(C)cc3)cc(=O)[nH]2)cc1	15	-2	-11	14	-6	1	-21	-3
CCCCCCc1cc2cc(S(=O)(=O)c3ccc(F)c(Cl)c3)c(=O)oc2cc1O	22	-40	-39	-78	-17	10	10	-25
CN(C)c1ccc2c(c1[N+](=O)[O-])Cc1ccccc1-2	-58	10	·	33	·	·	-4	5
OC1(CNCc2cn[nH]c2-c2cc3ccccc3o2)CCCCC1	16	6	1	9	6	-2	-8	-14
Cc1cc(NC(=O)C(=O)NCCN2CCN(S(C)(=O)=O)CC2)ccc1Br	34	-6	-4	-13	7	-2	-2	-13
Cc1cc(C(=O)OCC(=O)Nc2ccc(F)cc2F)c(C)o1	-15	8	-8	-11	0	4	-8	4
O=C(Nc1ccccc1)C1COc2ccccc2O1 (centres undefined)	-2	4	14	3	7	-5	0	-6
O=C(N/N=C/c1cccc(Cl)c1)C1CCCC1	-20	-11	-27	6	2	0	-8	-6
COc1ccc(C)cc1S(=O)(=O)NC(C)C(=O)NC1CC1 (centres undefined)	1	6	-27	-4	-6	0	-3	-7
Cc1cc(N2CCN(C(c3ccccc3)c3ccc(Cl)cc3)CC2)n2ncnc2n1 (centres undefined)	10	5	5	8	5	-3	4	3
CCCCSc1nnc(CNC(=O)C23CC4CC(CC(C4)C2)C3)n1Cc1ccccc1	9	0	-9	18	11	0	0	4
COc1ccc(C2=CSC3=NCCN23)cc1	-10	-4	0	4	3	-5	7	-6
Cc1ccc(-c2ccc(S(=O)(=O)N3CCCC3)cc2)cc1	-2	-6	-4	12	-6	0	-2	5
CCC(=O)Nc1ccc(NC(=O)c2c(C)nc3ccccn23)cc1	-8	3	-16	1	-10	-4	6	-7
O=C(CCCCCN1C(=O)c2ccccc2C1=O)Nc1ccc2c(c1)OCCO2	-16	2	17	3	23	3	-16	5
CCOc1ccc(/C=C2/SC(=S)N(C(C(=O)O)c3ccccc3)C2=O)cc1OCC (centres undefined)	-3	25	·	30	·	·	16	-7
O=C(c1cccc(S(=O)(=O)Nc2ccccc2Cl)c1)N1CCN(C(=O)c2ccco2)CC1	-11	-4	10	6	16	-1	-3	0
Cn1c(C(=O)N2CCN(C(=O)c3ccco3)CC2)cc2c(=O)n3ccccc3nc21	3	-3	-2	7	11	6	-10	-2
Cc1ccc(CC2SC(=Nc3ccccc3)N(c3ccccc3)C2=O)cc1 (centres undefined)	58*	2	-8	29	10	-2	12	7
CCn1c(CN2CCCCCC2=O)nnc1SCc1cnc(-c2ccccc2)s1	8	2	-6	18	6	-3	-3	5
CCC(O)CNC(=O)NC(=C(Cl)Cl)c1ccc(C)c(F)c1 (centres undefined)	27	-2	9	4	2	-3	9	-8
CCOc1ccc2ccccc2c1CNc1nnnn1CC	16	-8	4	5	4	-3	-9	-4
O=C(CSc1ncccn1)N1CCN(Cc2ccccc2)CC1	-1	0	2	14	4	-3	-7	-5
Cc1ccc(NC(=O)CN(C)CC(=O)N(C)Cc2ccccc2)cc1	-16	7	29	2	4	-3	-3	3
CCCc1[nH]nc2c1C(Cc1ccccc1)C(C#N)=C(N)O2 (centres undefined)	8	3	-18	5	-6	3	-2	-3
Oc1ccc(Br)cc1/C=N/Nc1ccccn1	5	-4	-24	9	-33	-4	-8	1
Cc1cc(Br)ccc1OCC(=O)N1CCCCCC1	-4	-4	23	-2	8	4	-5	20
COC(=O)c1sc(-c2ccc(C(C)(C)C)cc2)cc1NC(=O)COCC(=O)O	-55	5	21	5	-16	1	17	3
COc1ccccc1NC(=O)Nc1ccnn1C1CCN(C(=O)c2cccnc2)CC1	-14	-5	-27	7	-6	-5	-8	3
COc1ccc(S(=O)(=O)Nc2c(C)n(C)n(-c3ccccc3)c2=O)cc1Br	0	0	13	5	-1	-2	-6	-1
